# Luciferase inh: firefly luciferase inhibition; 2.2% of 72,000 active; purified firefly luciferase, luminescence, 8 min; Potency, µM (series often up to 57.1 µM), for inactives: at the highest dose activity change, negative = inhibition, usual class: inhibitors; also: potency is read from the fitted curve at half-maximal effect; % is scaled to controls: 0 for no effect and ±100 for the full control effect; nearly all actives have a fitted effect of over 40% in size
# Target sequence (P08659 whole entry, looked up): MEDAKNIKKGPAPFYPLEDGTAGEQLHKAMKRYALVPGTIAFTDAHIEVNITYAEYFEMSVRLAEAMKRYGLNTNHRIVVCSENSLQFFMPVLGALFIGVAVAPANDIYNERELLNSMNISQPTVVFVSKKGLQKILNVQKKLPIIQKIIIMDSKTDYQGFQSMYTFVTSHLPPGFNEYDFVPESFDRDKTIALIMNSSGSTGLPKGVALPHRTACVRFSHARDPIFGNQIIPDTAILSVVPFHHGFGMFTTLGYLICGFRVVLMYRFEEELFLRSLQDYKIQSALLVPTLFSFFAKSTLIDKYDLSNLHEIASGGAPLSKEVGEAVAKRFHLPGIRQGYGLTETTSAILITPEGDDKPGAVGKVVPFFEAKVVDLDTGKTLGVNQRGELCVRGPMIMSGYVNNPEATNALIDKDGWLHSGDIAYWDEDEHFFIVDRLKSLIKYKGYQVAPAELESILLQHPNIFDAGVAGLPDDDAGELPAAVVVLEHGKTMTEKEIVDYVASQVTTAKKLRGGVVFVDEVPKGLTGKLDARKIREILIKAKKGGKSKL
#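 Luminescence read-out after 8 min at room temperature; enzyme reaction used luciferin plus 10 uM ATP (linear range) in imidazole buffer pH 7.2 with KCl, MgCl2, Tween 20 and BSA. Each sample was run as a titration.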
# Rhodamine fluor: compound autofluorescence in rhodamine spectral region. Rhodamine-region fluorescence, 547/598 nm, Tris buffer; active compounds read high. max dye-equivalent concentration, M. 0.05% of 59,000 active. AID 594; in the data active = max dye-equivalent concentration above about 11 nM; inconclusive = between about 1.1 nM and that limit
#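 Steps: pin-transfer compounds into pH 8.0 Tris (100 mM), hold 15 min at room temperature, image with a 547/598 nm filter pair, and convert intensities to rhodamine-equivalent concentration using a six-point on-plate rhodamine series.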
# ERK AVP inh: inhibitors of vasopressin-stimulated ERK signaling pathway. Potency, µM (doses to about 57.5 µM), for the others: at the top dose activity, negative = inhibition, actives largely listed as inhibitors. 0.99% of 72,000 active. HEK293-V1b, vasopressin-stimulated pERK AlphaScreen; also: potency is read from the fitted curve at half-maximal effect; % is scaled to controls: 0 for no effect and ±100 for the full control effect; nearly all actives have a fitted effect of over 55% in size
#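 V1b-HEK293 cells; cpd 30 min 37C; 25 nM vasopressin 5 min; lyse 10 min; AlphaScreen beads 5 hr RT. Normalized to DMSO basal and 25 nM vasopressin; AC50 by Hill fit.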
# TexasRed autofl: compound fluoresces in the Texas Red spectral region; Compound fluorescence, Texas Red channel, 547/618 nm; active compounds read high; max dye-equivalent concentration, M; 0.06% of 59,000 active; in the data active = max dye-equivalent concentration above about 10 nM; inconclusive = between about 1.1 nM and that limit
#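 Pin-transferred compounds and Texas Red standards go into 100 mM Tris buffer, pH 8.0. After 15 min at room temperature, plates are imaged with 547/618 nm filters. Each value is a dye-equivalent concentration derived from the per-plate dye curve.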
# An asterisk follows results filed as active; i = inactive; ? = inconclusive; / = not tested or not shown; [ ] = another dose, or the depositor's remark. Unless noted, calls follow the shape of the dose curve; as a rule, active = well fitted curve in the direction sought with a large enough effect; inconclusive = small, poorly fitted or top-dose-only effect, or another doubt; inactive = no such curve, though single readings can be large; an effect the other way counts as inactive or inconclusive.
SMILES,Luciferase inh,Rhodamine fluor,ERK AVP inh,TexasRed autofl
CN1C[C@@H]2C(c3ccc(C(F)(F)F)cc3)C3(c4ccc(C#N)cc4)CC2(C3)[C@H]1c1ccccc1 (some centres undefined),/,/,-17%,/
CC1(C)CC(=O)c2c(oc3cc(O)c(O)cc23)C1,/,/,-15%,/
CCC1=C(OC(=O)N(CC)CC)N2C(=O)OC(=NCCc3c[nH]c4ccccc34)[C@]2(Cc2ccccc2)[C@H]2C1=CC[C@H]1C(=O)N(CC)C(=O)[C@H]12,/,/,4%,/
CCC1=C(OC(=O)N(CC)CC)N2C(=O)OC(=NCCc3c[nH]c4ccccc34)[C@]2(Cc2ccccc2)[C@H]2C1=CC[C@H]1C(=O)NC(=O)[C@H]12,/,/,14%,/
COC(=O)[C@@H]1C[C@@H]2CC[C@@H](O)C[C@@H]2N1Cc1ccc(C(F)(F)F)cc1,/,/,34%[activator],/
COC(=O)[C@@H]1C[C@@]2(O)[C@@H](O)[C@@H](O)[C@@H](O)C[C@H]2N1Cc1ccc(N2CCOCC2)cc1,/,/,16%,/
COC(=O)[C@@H]1C[C@@]2(O)[C@H](O)[C@H](O)[C@H](O)C[C@H]2N1Cc1ccc(C(C)(C)C)cc1,/,/,-3%,/
CCC1=C2CC[C@H]3C(=O)N(C)C(=O)[C@H]3[C@H]2[C@@]2(C)C(=O)N(CC(=O)OC)C(=O)N2C1=O,/,/,-6%,/
COC(=O)c1ccc(C23CC4(C2)[C@H](CN(Cc2cccnc2)[C@@H]4c2ccccc2)C3c2ccc(Cl)nc2)cc1 (some centres undefined),/,/,-3%,/
COC(=O)c1cccc(C23CC4(C2)[C@H](CN(Cc2ccc(C(F)(F)F)cc2)[C@@H]4c2ccccc2)C3c2ccccc2)c1 (some centres undefined),/,/,-2%,/
O=C(O)c1cc(C2CC2)nc2ccccc12,/,/,13%,/
CCC1=C2CC[C@H]3C(=O)N(CC(=O)OC)C(=O)[C@H]3[C@H]2[C@@]2(C)C(=O)N(Cc3ccccc3)C(=O)N2C1=O,/,/,1%,/
CN1C[C@@H]2C(c3ccc(C(F)(F)F)cc3)C3(c4cccnc4)CC2(C3)[C@H]1c1ccccc1 (some centres undefined),/,/,-3%,/
CCC1=C(OC(=O)N(CC)CC)N2C(=O)OC(=NCC3CC3)[C@]2(Cc2ccccc2)[C@H]2C1=CC[C@H]1C(=O)NC(=O)[C@H]12,/,/,3%,/
Cn1c(N)c(C(=O)COC(=O)c2cc(C3CC3)nc3ccccc23)c(=O)n(C)c1=O,/,/,?,/
CCC1=C(OC(=O)N(CC)CC)N2C(=O)OC(=NCc3ccccc3)[C@]2(C)[C@H]2C1=CC[C@H]1C(=O)N(c3ccccc3)C(=O)[C@H]12,/,/,7%,/
CCC1=C(OC(=O)N(CC)CC)N2C(=O)OC(=NCC3CC3)[C@]2(Cc2ccccc2)[C@H]2C1=CC[C@H]1C(=O)N(CC(=O)OC)C(=O)[C@H]12,/,/,-27%,/
CN1C[C@@H]2C(c3ccc(Cl)nc3)C3(c4ccccc4)CC2(C3)[C@H]1c1ccccc1 (some centres undefined),/,/,-7%,/
Clc1ccc(C2[C@H]3CN(Cc4cccnc4)[C@H](c4ccccc4)C34CC2(c2ccccc2)C4)cn1 (some centres undefined),/,/,-26%,/
CCC1=C2CC[C@H]3C(=O)N(C)C(=O)[C@H]3[C@H]2[C@@]2(Cc3ccccc3)C(=NCC(=O)OC)OC(=O)N2C1=O,/,/,13%,/
CCC1=C2CC[C@H]3C(=O)N(CC)C(=O)[C@H]3[C@H]2[C@@]2(Cc3ccccc3)C(=NCc3ccccc3)OC(=O)N2C1=O,/,/,5%,/
Cn1c(=O)c(C(=O)COC(=O)c2cc(C3CC3)nc3ccccc23)c(N)n(Cc2ccccc2)c1=O,/,/,-8%,/
C#CC(C)OC(=O)C(C)NC(=O)c1ccccc1 (centres undefined),/,/,-5%,/
CCC1=C(OC(=O)N(CC)CC)N2C(=O)OC(=NCC3CC3)[C@]2(Cc2ccccc2)[C@H]2C1=CC[C@H]1C(=O)N(c3ccccc3)C(=O)[C@H]12,/,/,-1%,/
CCC1=C(OC(=O)N(CC)CC)N2C(=O)OC(=NCC3CC3)[C@]2(C)[C@H]2C1=CC[C@H]1C(=O)N(c3ccccc3)C(=O)[C@H]12,/,/,-17%,/
COC(=O)[C@@H]1C[C@@H]2CC[C@@H](O)C[C@@H]2N1Cc1ccc(N2CCN(C)CC2)cc1,/,/,-5%,/
CCC1=C2CC[C@H]3C(=O)N(CC)C(=O)[C@H]3[C@H]2[C@@]2(C)C(=O)N(CC(=O)OC)C(=O)N2C1=O,/,/,44%[activator],/
CCC1=C(OC(=O)N(CC)CC)N2C(=O)OC(=NCc3ccccc3)[C@]2(C)[C@H]2C1=CC[C@H]1C(=O)NC(=O)[C@H]12,/,/,3%,/
CCC1=C(OC(=O)N(CC)CC)N2C(=O)OC(=NCCc3c[nH]c4ccccc34)[C@]2(C)[C@H]2C1=CC[C@H]1C(=O)N(CC(=O)OC)C(=O)[C@H]12,/,/,-3%,/
COCCN=C1OC(=O)N2C(=O)C3=C4C(C[C@H]5C(=O)N(CC(=O)OC)C(=O)[C@H]5[C@H]4[C@@]12Cc1ccccc1)[C@H]1C(=O)N(CC(=O)OC)C(=O)[C@H]1[C@H]3C (some centres undefined),/,/,10%,/

# A stretch taken from the entries so far, as a working copy:
SMILES,Luciferase inh,Rhodamine fluor,ERK AVP inh,TexasRed autofl
COC(=O)[C@@H]1C[C@@]2(O)[C@H](O)[C@H](O)[C@H](O)C[C@H]2N1Cc1ccc(C(C)(C)C)cc1,/,/,-3%,/
CCC1=C2CC[C@H]3C(=O)N(C)C(=O)[C@H]3[C@H]2[C@@]2(C)C(=O)N(CC(=O)OC)C(=O)N2C1=O,/,/,-6%,/
COC(=O)c1ccc(C23CC4(C2)[C@H](CN(Cc2cccnc2)[C@@H]4c2ccccc2)C3c2ccc(Cl)nc2)cc1 (some centres undefined),/,/,-3%,/
COC(=O)c1cccc(C23CC4(C2)[C@H](CN(Cc2ccc(C(F)(F)F)cc2)[C@@H]4c2ccccc2)C3c2ccccc2)c1 (some centres undefined),/,/,-2%,/
O=C(O)c1cc(C2CC2)nc2ccccc12,/,/,13%,/
CCC1=C2CC[C@H]3C(=O)N(CC(=O)OC)C(=O)[C@H]3[C@H]2[C@@]2(C)C(=O)N(Cc3ccccc3)C(=O)N2C1=O,/,/,1%,/
CN1C[C@@H]2C(c3ccc(C(F)(F)F)cc3)C3(c4cccnc4)CC2(C3)[C@H]1c1ccccc1 (some centres undefined),/,/,-3%,/
CCC1=C(OC(=O)N(CC)CC)N2C(=O)OC(=NCC3CC3)[C@]2(Cc2ccccc2)[C@H]2C1=CC[C@H]1C(=O)NC(=O)[C@H]12,/,/,3%,/
Cn1c(N)c(C(=O)COC(=O)c2cc(C3CC3)nc3ccccc23)c(=O)n(C)c1=O,/,/,?,/
CCC1=C(OC(=O)N(CC)CC)N2C(=O)OC(=NCc3ccccc3)[C@]2(C)[C@H]2C1=CC[C@H]1C(=O)N(c3ccccc3)C(=O)[C@H]12,/,/,7%,/

# Further structures:
SMILES,Luciferase inh,Rhodamine fluor,ERK AVP inh,TexasRed autofl
COC(=O)[C@@H]1C[C@@H]2CC[C@@H](O)C[C@@H]2N1Cc1ccc(Cl)cc1,/,/,-7%,/
FC(F)(F)c1ccc(CN2C[C@@H]3C(c4ccc(C(F)(F)F)cc4)C4(c5cccnc5)CC3(C4)[C@H]2c2ccccc2)cc1 (some centres undefined),/,/,-25%,/
Cc1ccc2oc(=O)c3c4cc(O)c(O)c(C)c4oc3c2c1,/,/,-11%,/
COC(=O)c1ccc(C23CC4(C2)[C@H](CN(C)[C@@H]4c2ccccc2)C3c2ccc(Cl)nc2)cc1 (some centres undefined),/,/,0%,/
CCC1=C(OC(=O)N(CC)CC)N2C(=O)OC(=NCCOC)[C@]2(C)[C@H]2C1=CC[C@H]1C(=O)N(CC)C(=O)[C@H]12,/,/,5%,/
Clc1ccc(C2[C@H]3CN(Cc4ccc(-c5ccccc5)cc4)[C@H](c4ccccc4)C34CC2(c2cccnc2)C4)cn1 (some centres undefined),/,/,14%,/
COC(=O)[C@@H]1C[C@H]2CC[C@H](O)C[C@H]2N1Cc1ccc(Cl)cc1,/,/,14%,/
Cn1c(=O)c(C(=O)COC(=O)c2cc(-c3ccccc3)nc3ccccc23)c(N)n(Cc2ccccc2)c1=O,/,/,6%,/
COC(=O)CN=C1OC(=O)N2C(=O)C3=C4C(C[C@H]5C(=O)N(c6ccccc6)C(=O)[C@H]5[C@H]4[C@@]12Cc1ccccc1)[C@H]1C(=O)N(c2ccccc2)C(=O)[C@H]1[C@H]3C (some centres undefined),/,/,8%,/
COC(=O)c1ccc(C23CC4(C2)[C@H](CN(Cc2ccc(-c5ccccc5)cc2)[C@@H]4c2ccccc2)C3c2ccccc2)cc1 (some centres undefined),/,/,-3%,/
CCC1=C(OC(=O)N(CC)CC)N2C(=O)OC(=NCCOC)[C@]2(Cc2ccccc2)[C@H]2C1=CC[C@H]1C(=O)N(CC)C(=O)[C@H]12,/,/,12%,/
CCC1=C(OC(=O)N(CC)CC)N2C(=O)OC(=NCC(=O)OC)[C@]2(C)[C@H]2C1=CC[C@H]1C(=O)N(C)C(=O)[C@H]12,/,/,0%,/
COC(=O)[C@@H]1C[C@@]2(O)[C@@H](O)[C@@H](O)[C@@H](O)C[C@H]2N1CC1CC1,/,/,13%,/
CCC1=C2CC[C@H]3C(=O)N(c4ccccc4)C(=O)[C@H]3[C@H]2[C@@]2(C)C(=NCc3ccccc3)OC(=O)N2C1=O,/,/,24%,/
Cn1c(N)c(C(=O)COC(=O)c2cc(C(F)(F)F)nc3c(C(F)(F)F)cccc23)c(=O)n(C)c1=O,/,/,-14%,/
CN(C)/C=N/c1cc(=O)n(C)c(=O)n1CC1CC1,/,/,0%,/
FC(F)(F)c1ccc(CN2C[C@@H]3C(c4ccccc4)C4(c5cccnc5)CC3(C4)[C@H]2c2ccccc2)cc1 (some centres undefined),/,/,-15%,/
CN(C)/C=N/c1cc(=O)[nH]c(=O)n1C,/,/,12%,/
COC(=O)c1ccc(C23CC4(C2)[C@H](CN(Cc2cccnc2)[C@@H]4c2ccccc2)C3c2ccc(C(F)(F)F)cc2)cc1 (some centres undefined),/,/,-1%,/
COC(=O)[C@@H]1C[C@@]2(O)[C@H](O)[C@H](O)[C@H](O)C[C@H]2N1Cc1ccc(C)s1,/,/,19%,/
COC(=O)c1ccc(C23CC4(C2)[C@H](CN(Cc2ccc(C(F)(F)F)cc2)[C@@H]4c2ccccc2)C3c2ccc(C(F)(F)F)cc2)cc1 (some centres undefined),/,/,-29%,/
NC(=O)NCC1CC1,/,/,13%,/
COc1ccc(C2C(C#N)=C(C)NC3=C2C(=O)c2ccccc23)cc1 (centres undefined),1%[25.5 µM],i,/,i
COc1cccc(-c2nc(NCc3ccco3)c3ccccc3n2)c1O,-7%[25.5 µM],i,/,i
COc1nnnc2c1sc1nc(N3CCOCC3)c3c(c12)CC(C)(C)OC3,1%[25.5 µM],i,/,i
COc1ccc(C2=CC(c3cccc(OC)c3)n3nnnc3N2)cc1 (centres undefined),-1%[25.5 µM],i,/,i
CCc1c(C)c(C#N)c2nc3ccccc3n2c1-n1nc(C)cc1C,1%[25.5 µM],i,/,i
COC(=O)CCC(=O)CN,1%[25.5 µM],i,/,i
COCCCn1cnc2c(c1=O)c1nc3ccccc3nc1n2CCc1ccccc1,2%[25.5 µM],i,/,i
Cc1ccc(N(CC(O)CN(C)C)S(=O)(=O)c2ccccc2)cc1 (centres undefined),0%[25.5 µM],i,/,i
CCC(CC)C1C(C#N)=C(N)Oc2n[nH]c(C)c21 (centres undefined),2%[25.5 µM],i,/,i
Cc1cc(C)nc(NC2=NCC(=O)N2c2cccc(Cl)c2)n1,1%[25.5 µM],i,/,i
COc1cc(C2C(C#N)=C(N)Oc3cc(N)ccc32)cc(OC)c1OC (centres undefined),1%[25.5 µM],i,/,i
O=C(O)C1CSCN1S(=O)(=O)c1cccc2nsnc12 (centres undefined),1%[25.5 µM],i,/,i
N#CC1(c2ccccc2)CCC(=NO)CC1 (centres undefined),2%[25.5 µM],i,/,i
C[C@H](CCC(=O)O)[C@H]1CC[C@H]2[C@@H]3C(=O)C[C@@H]4CC(=O)CC[C@]4(C)[C@H]3CC(=O)[C@]12C,0%[25.5 µM],i,/,i
COc1ccc(OCC(=O)OCCN(C)C)cc1,-4%[25.5 µM],i,/,i

# These rows are one share of the data (hit frequency here may not be typical).
